Bioassay records from PubChem.
PGC1a acetyl inh: inhibitors of PGC1a acetylation signal, primary screen, cell-based, U2OS, AlphaScreen, inhibitor mode | AlphaScreen anti-acetyl-lysine; with virally co-expressed GCN5 acetyltransferase | inhibition, % at 15.6 µM | 350,000 compounds, 0.17% hits | AID 651687, 2012;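 active = every replicate shows inhibition of at least 40%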;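 note: 0% = neutral control wells and 100% = positive control wells; some results beyond the cut were filed as inactive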
Cneo AK release: Cryptococcus neoformans cell lysis inducers, primary screen, AK release luminescence, single concentration | lysis activity, % at 15 µM | AID 651654, 2012 | C. neoformans lysis, adenylate kinase release luminescence, 4 h; normalised: neutral wells 0, clomiphene wells 100 | 360,000 compounds, 0.2% hits;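 active = mean lysis activity across replicates of at least 80%, whatever share of replicates individually reach that level; inactive = mean lysis activity below 80%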
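Test system: log-phase Cryptococcus neoformans yeast cells. Input: 5 × 10^6 yeast cells/mL. Medium: fresh YPD growth medium. Doses: single dose. Incubation: static 4 h at 37 °C with compound, 1 h detection. Measured by: luminescent adenylate kinase detection reagent. Read-out: signal increase indicating cell lysis. Benchmarks: Clomiphene.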
ERAP1 HTS inh: human ERAP1 aminopeptidase inhibitors, primary screen, biochemical, single point, plate reader | AID 652197, 2013 | recombinant ERAP1, Leu-AMC fluorescence, 60 min | inhibition, % at 10.7 µM | 340,000 compounds, 0.15% hits;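 active = mean replicate inhibition of at least 30%, or all replicates individually reaching that 30% level; inactive = mean below 30% and not every replicate reaching it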;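 note: 0% = neutral control wells and 100% = L-leucinethiol positive control wells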
Target sequence (Q9NZ08 whole entry, looked up): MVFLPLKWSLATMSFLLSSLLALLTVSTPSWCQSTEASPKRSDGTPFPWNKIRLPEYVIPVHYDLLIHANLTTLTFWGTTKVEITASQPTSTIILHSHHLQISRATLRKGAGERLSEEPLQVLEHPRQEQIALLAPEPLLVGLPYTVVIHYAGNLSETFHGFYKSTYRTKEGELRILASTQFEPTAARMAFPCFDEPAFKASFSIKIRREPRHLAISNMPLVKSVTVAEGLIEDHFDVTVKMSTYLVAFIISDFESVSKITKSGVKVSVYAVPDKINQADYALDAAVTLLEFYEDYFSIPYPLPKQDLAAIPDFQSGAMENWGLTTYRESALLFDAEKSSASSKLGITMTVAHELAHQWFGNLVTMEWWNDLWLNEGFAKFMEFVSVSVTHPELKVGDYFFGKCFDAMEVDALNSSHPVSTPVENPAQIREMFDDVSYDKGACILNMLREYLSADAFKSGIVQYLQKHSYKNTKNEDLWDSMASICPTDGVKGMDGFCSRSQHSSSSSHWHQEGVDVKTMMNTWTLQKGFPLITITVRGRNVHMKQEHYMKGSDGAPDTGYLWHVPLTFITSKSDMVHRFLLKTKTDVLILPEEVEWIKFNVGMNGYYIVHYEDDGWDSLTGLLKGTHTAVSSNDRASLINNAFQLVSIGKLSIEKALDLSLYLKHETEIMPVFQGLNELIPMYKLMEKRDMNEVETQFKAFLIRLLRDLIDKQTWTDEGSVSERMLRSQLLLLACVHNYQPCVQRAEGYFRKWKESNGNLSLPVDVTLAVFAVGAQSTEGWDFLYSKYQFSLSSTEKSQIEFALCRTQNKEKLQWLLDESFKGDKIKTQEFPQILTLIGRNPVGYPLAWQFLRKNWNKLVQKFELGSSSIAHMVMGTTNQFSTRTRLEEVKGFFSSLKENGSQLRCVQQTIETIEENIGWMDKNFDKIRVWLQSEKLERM
SIRT5 inh: SIRT5 desuccinylase inhibitors, primary screen, biochemical, fluorescence imaging, single point, set 5. NAD-dependent protein deacylase sirtuin-5, mitochondrial (Homo sapiens), Q9NXA8. 330,000 compounds, 1.1% hits. inhibition, % at 15 µM. Purified SirT5, succinyl-peptide AMC, trypsin-coupled fluorescence; in the data active = inhibition above about 15%
LGR2 antag: inhibitors of bursicon-induced LGR2 CRE-luciferase signal, primary screen, cell-based, HEK293, CRE-luciferase reporter, bursicon stimulation. Drosophila bursicon receptor LGR2 (rickets). bursicon-stimulated, 4 h. inhibition, % at 9.99 µM. 380,000 compounds, 0.35% hits. AID 720647, 2013;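 active = drop in luminescence signal, shown as inhibition above about 50% in the replicate tests, limit read from the data, passing the limit was not always enough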;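 note: agonist challenge used bursicon conditioned medium at about half maximal strength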
XiGFP reactiv: activators of inactive X chromosome reactivation, primary screen, imaging, XiGFP fibroblasts, GFP high-content imaging, set 2 | XiGFP mouse fibroblasts, % GFP-positive cells imaging, 3 d; cells co-treated with 5-aza-dC sensitizer; scaled so ellipticine positive control = 100% | activation, % at 7.58 µM | 360,000 compounds, 0.055% hits;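 active = mean normalized replicate activation at least 10% and every replicate at or above 10%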;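 note: 0% = median of on-plate neutral control wells and 100% = ellipticine 6 µM median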
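assay system = SV40-immortalized XiGFP fibroblast cells, line 68-5-11 | buffer or medium = DMEM plus 5-aza-dC sensitizer | doses = single-point pinned compound dosing | times = 3-day compound exposure, then 15 min fixation at room temperature | benchmarks = positive control ellipticine, 6 µM final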
S100A4 MyoIIA: inhibitors of S100A4-myosin IIA peptide binding, primary screen, biochemical, fluorescence polarization, TAMRA-MyoIIA peptide | inhibition, % at 10.7 µM | 360,000 compounds, 0.14% hits | Protein S100-A4 (Homo sapiens), P26447;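 active = mean inhibition of at least 70% across replicates, with every replicate also reaching that level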
Target sequence (P26447 whole entry, looked up): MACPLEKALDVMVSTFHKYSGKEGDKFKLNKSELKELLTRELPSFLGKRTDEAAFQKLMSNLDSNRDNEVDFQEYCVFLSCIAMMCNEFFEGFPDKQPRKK
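incubation = readout 5 min after mixing, signal stable up to 60 min | system = S100A4 monomer protein | buffer or medium = HEPES pH 7.2 with CaCl2, KCl, NaCl, DTT, Triton | benchmarks = neutral control DMSO, positive control TFP | also added = fluorescent myosin IIA peptide, 5 nM | compound dosing = one concentration per compound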
C2C12 statin: suppressors of statin myotoxicity in C2C12 myotubes, primary screen, cell-based, single point, plate reader; C2C12 myotubes + simvastatin, ATP luminescence, 48 h; scaled: DMSO 0, geranylgeraniol control 100; 330,000 compounds, 0.78% hits; rescue of ATP level, % at 7.49 µM;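 active = mean ATP rescue above about 67%, or every replicate alone reaching that limit, limit read from the data, passing the limit was not always enough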;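 note: myotubes were challenged with 10 µM simvastatin during compound exposure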
* = called active by the depositor; / = not tested or not shown. Not all compounds are listed; count on the stated rates, not on these rows.

SMILES | PGC1a acetyl inh | Cneo AK release | ERAP1 HTS inh | SIRT5 inh | LGR2 antag | XiGFP reactiv | S100A4 MyoIIA | C2C12 statin
CN(C)C(=O)c1ccc(-c2ccc([C@@H]3[C@H](CO)N4CCCCN(Cc5cccnc5)C[C@@H]34)cc2)cc1 | 3.6 | -1.5 | 0.3 | -3.6 | -5.0 | 0.1 | -6.6 | -11.8
Fc1cccc(Cc2noc(CN3CCCCC3CCc3ccccn3)n2)c1 (stereo not drawn) | / | 3.0 | -1.6 | -1.0 | 21.9 | 0.2 | -0.5 | -3.3
C[C@@H](NC(=O)[C@@H]1Cc2ccccc2CN1C(=O)OC(C)(C)C)C(=O)NCc1ccco1 | 6.2 | 3.2 | -0.1 | -3.1 | 1.9 | 0.2 | 0.7 | 10.7
Cc1ccc(NC(=O)c2ccco2)c(NC(=O)c2ccccc2)c1 | -4.7 | -3.0 | 0.8 | 2.5 | -10.9 | 0.0 | -3.9 | 1.6
COc1ccc(S(=O)(=O)N(C)CC(=O)NCC2CCCO2)cc1OC (stereo not drawn) | -0.3 | 4.0 | -2.2 | -3.0 | 3.3 | 0.3 | -6.2 | -1.9
C[C@H](CO)N1C[C@H](C)[C@@H](CN(C)C(=O)CN(C)C)Oc2cc(C#C[C@@H](C)O)ccc2S1(=O)=O | 9.0 | 1.0 | 0.6 | -1.7 | 0.0 | -0.2 | 3.8 | 0.5
CNC[C@H]1Oc2ccc(NC(=O)NC(C)C)cc2C(=O)N([C@@H](C)CO)C[C@H]1C | -6.5 | 47.3 | 2.5 | -1.3 | -13.6 | 0.4 | 7.2 | -10.0
C[C@@H]1CN([C@@H](C)CO)C(=O)c2cccc(NC(=O)C3CCOCC3)c2O[C@H]1CN(C)Cc1ccc(C(=O)O)cc1 | 3.8 | -2.9 | 3.0 | -5.8 | -19.6 | 0.2 | -6.3 | -7.9
Cc1ccc(N(CC(=O)NC(C)C)C(=O)CCC(=O)Nc2nccs2)cc1 | -13.5 | -1.5 | 2.2 | -5.2 | -6.2 | -0.1 | 1.4 | -1.6
C[C@@H]1CN([C@@H](C)CO)C(=O)c2c(c3ccccc3n2C)-c2ccccc2CO[C@H]1CN(C)Cc1cccc(C(=O)O)c1 | -1.6 | -3.7 | / | / | -22.2 | -0.5 | / | /
CCn1nc(C)cc1C(=O)N1CCc2c([nH]c3ccccc23)C1c1cc(F)ccc1F (stereo not drawn) | -12.8 | / | -1.9 | 1.9 | -41.2 | 0.0 | 3.0 | /
CCNC(=O)[C@@H]1[C@@H](CO)[C@@H]2Cn3c(ccc(-c4cccc(F)c4)c3=O)[C@H]1N2C(=O)c1cnccn1 | -1.1 | -2.7 | -6.7 | 3.9 | 13.1 | 1.1 | -18.3 | 13.1
S=C1NCCNC(=S)NCCOCCOCCN1 | 6.1 | / | -0.7 | 4.8 | 13.7 | 0.0 | 19.3 | /
CC(=O)N1[C@@H]2c3ccc(C4=CCCCC4)c(=O)n3C[C@H]1[C@H](CO)[C@H]2C(=O)N[C@H](C)c1ccccc1 | / | -1.3 | -2.2 | -22.8 | -9.1 | 0.6 | -1.8 | -26.0
CCN(CC(=O)Nc1ccc(Cl)c(C(F)(F)F)c1)CC(=O)NC1CCS(=O)(=O)C1 (stereo not drawn) | / | / | 5.2 | -4.5 | 9.1 | 0.2 | -15.6 | /
O=C(C[C@@H]1CC[C@H](NC(=O)CC2CC2)[C@H](CO)O1)NCc1ccccc1 | -1.1 | / | / | -0.8 | 3.5 | -0.5 | 21.0 | /
CCCNC(=O)Nc1ccc2c(c1)C(=O)N(C)[C@@H]1CC[C@@H](CC(=O)OC)O[C@H]1CO2 | 0.9 | -4.9 | -3.1 | 7.7 | 4.3 | 0.2 | 1.3 | 5.1
BrC(=C\c1ccccc1)/C=N/N1CCN(c2ccccc2)CC1 | -10.7 | / | -0.4 | -1.0 | 1.7 | 0.6 | -0.6 | /
C[C@@H]1CCCCO[C@H](CN(C)Cc2ccc(Cl)c(Cl)c2)[C@@H](C)CN([C@H](C)CO)C(=O)c2cc(NS(=O)(=O)c3cn(C)cn3)ccc2O1 | 9.9 | 1.0 | 0.3 | -4.5 | 2.2 | -0.1 | -24.4 | /
COC(=O)c1ccc[n+](CC(=O)Nc2ccc(OC(F)F)cc2)c1 | -7.6 | / | 8.9 | -0.3 | -28.2 | 0.0 | -1.3 | /
Cc1ccccc1S(=O)(=O)N1C[C@@H](O)COC[C@@H]2O[C@@H](CC(=O)O)CC[C@H]21 | -6.3 | -2.0 | -0.5 | 4.8 | 11.8 | 0.5 | -2.7 | -2.7
Cc1cnc(NC(=O)CSc2nnc(COc3ccccc3)o2)s1 | 12.1 | / | 3.6 | -0.3 | -6.0 | 0.2 | -2.9 | 8.3
O=C(O)c1cc(O)ccc1NC(=O)C1CCCO1 (stereo not drawn) | -7.1 | -0.4 | 3.5 | -1.9 | -1.2 | 0.1 | -0.6 | -0.8
COc1ccc(CCc2nc3ccccc3n2C(CCc2ccccc2)c2nc3ccccc3[nH]2)cc1 (stereo not drawn) | / | / | 1.3 | 0.7 | 4.0 | 0.1 | -20.0 | /
COc1ccc(/C=C2\SC(=O)N(CC(=O)Nc3ccc(O)cc3)C2=O)cc1OC | / | 0.9 | 3.0 | -0.4 | 0.7 | -0.1 | -0.4 | -1.3
O=C(C[C@H]1C[C@@H]2c3cc(NC(=O)C4CCC4)ccc3O[C@@H]2[C@@H](CO)O1)NCc1ccccn1 | 3.9 | 6.2 | -1.2 | 3.8 | 6.9 | 0.3 | -1.0 | 1.5
C[C@@H](O)C#Cc1ccc2c(c1)O[C@@H](CN(C)Cc1ccncc1)[C@@H](C)CN([C@@H](C)CO)S2(=O)=O | 2.7 | -4.1 | -0.2 | 1.2 | -5.6 | -0.4 | 13.4 | 2.1
CCOC(=O)c1cccc(NC(=O)C2(S(=O)(=O)c3ccc(Cl)cc3)CC2)c1 | / | / | -0.4 | -3.3 | -0.5 | -0.1 | 18.7 | /
O=C1C=CN(C2OC(CO)C(O)C2O)C(=O)C1 (stereo not drawn) | / | / | -1.2 | / | -2.8 | 0.3 | -1.6 | /
CC(C)N1CCC(=NNC(=O)c2cccs2)CC1 | / | 0.5 | -2.8 | 0.4 | -1.2 | 0.2 | 7.0 | -10.8
Cc1cc(C)cc(C(=O)NCC(=O)OCC(=O)c2c(N)n(C)c(=O)n(C)c2=O)c1 | 6.7 | 2.7 | 0.1 | 1.7 | -6.6 | 0.1 | 2.6 | 2.0
Cc1ccc(S(=O)(=O)N(C)C[C@@H]2Oc3ccc(NC(=O)C4CC4)cc3C(=O)N([C@@H](C)CO)C[C@@H]2C)cc1 | 22.3 | -2.5 | 0.3 | -3.5 | 12.7 | -1.0 | 0.6 | 18.1
CC(C)NC(=O)Nc1ccc2c(c1)C(=O)N([C@@H](C)CO)C[C@H](C)[C@@H](CN(C)C(=O)c1ccccc1)OCCCC[C@H](C)O2 | 1.5 | 1.6 | -5.3 | 3.1 | -27.5 | 2.7 | -4.0 | -30.8
C[C@@H]1CN([C@H](C)CO)C(=O)c2cccc(NS(C)(=O)=O)c2O[C@H]1CN(C)S(=O)(=O)c1cccs1 | -14.6 | 0.9 | 0.4 | 3.1 | -5.2 | -0.5 | -0.5 | -5.6
CCN(CC(=O)Nc1ccc(NC(C)=O)cc1)C(=O)CSCc1c(C)noc1C | / | -0.1 | -2.8 | 0.8 | 15.8 | 0.1 | -7.2 | -13.7
O=C(Nc1cccc(C(=O)NC2CC2)c1)c1ccc(F)c(S(=O)(=O)N2CCOCC2)c1 | / | -1.3 | -0.5 | -1.6 | 9.2 | 0.0 | -3.7 | 5.0
CC1=C(C(=O)Nc2ccccc2C)C2(CCCCC2)C(C(N)=O)C(=S)N1 (stereo not drawn) | / | / | 5.6 | -0.3 | -1.1 | 0.0 | -5.0 | /
COc1ccc2c3c([nH]c2c1)[C@H](CO)N(C(=O)C1CC1)CC31CCN(Cc2cccc(F)c2)CC1 | / | / | -0.5 | 1.9 | 4.2 | 0.6 | 8.6 | /
COC(=O)c1ccccc1NC(=O)CSc1nnc(C(CO)NC(=O)c2ccccc2)n1C (stereo not drawn) | -8.3 | 0.3 | -1.8 | -6.3 | 8.6 | / | -0.7 | 12.0
CC(=O)N1[C@@H](CO)[C@@H](c2ccccc2)[C@@H]1CN(C)S(=O)(=O)c1ccccc1 | 1.9 | 9.5 | 0.5 | -2.5 | 0.8 | 0.4 | 2.3 | 22.6
N#C/C(=C\c1ccc(O)cc1)C(=O)N1CCCC1 | 2.2 | -0.3 | / | -2.8 | -22.4 | / | 1.9 | -6.2
CC(C)c1ccc(C(=O)NCCCN(C)C)cc1 | 17.3 | 1.3 | / | / | -0.6 | 0.0 | / | /
O=C(Cc1ccccn1)N1CC(=O)N2[C@H](C1)[C@H](c1ccc(C#CC3CCCC3)cc1)[C@@H]2CO | / | / | 3.0 | -3.3 | -13.5 | 0.1 | -8.4 | /
O=C(NCC[C@H]1CC[C@@H](NS(=O)(=O)Cc2ccccc2)[C@H](CO)O1)C1CCCCC1 | -1.9 | -0.6 | -4.5 | 2.2 | -17.7 | 0.7 | 0.5 | 1.7
C[C@@H]1CN([C@H](C)CO)C(=O)c2cc(NC(=O)Cn3cnnn3)ccc2O[C@@H]1CN(C)Cc1ccc(C(F)(F)F)cc1 | 4.2 | 1.4 | 0.1 | -4.4 | 11.7 | -0.7 | 14.8 | 14.4

An excerpt from above, reduced to XiGFP reactiv:
mol	XiGFP reactiv
CC(C)c1ccc(C(=O)NCCCN(C)C)cc1	0.0
O=C(Cc1ccccn1)N1CC(=O)N2[C@H](C1)[C@H](c1ccc(C#CC3CCCC3)cc1)[C@@H]2CO	0.1

Exported with two lines to a compound: entries from further up.
Order of results – PGC1a acetyl inh | Cneo AK release | ERAP1 HTS inh | SIRT5 inh | LGR2 antag | XiGFP reactiv | S100A4 MyoIIA | C2C12 statin
> CN(C)C(=O)c1ccc(-c2ccc([C@@H]3[C@H](CO)N4CCCCN(Cc5cccnc5)C[C@@H]34)cc2)cc1
    3.6 | -1.5 | 0.3 | -3.6 | -5.0 | 0.1 | -6.6 | -11.8
> Fc1cccc(Cc2noc(CN3CCCCC3CCc3ccccn3)n2)c1 (stereo not drawn)
    / | 3.0 | -1.6 | -1.0 | 21.9 | 0.2 | -0.5 | -3.3
> C[C@@H](NC(=O)[C@@H]1Cc2ccccc2CN1C(=O)OC(C)(C)C)C(=O)NCc1ccco1
    6.2 | 3.2 | -0.1 | -3.1 | 1.9 | 0.2 | 0.7 | 10.7
